Shiga inhibitor: blocks Shiga toxin action in Vero cells | Vero cells, Shiga toxin protein synthesis inhibition reporter | inhibition, % at 38.7 µM | hit rate 9.2% among 290,000 | AID 2315; in the data active = inhibition mostly above about 28%, no sharp cut-off; inactive = mostly below about 43%; also: 0% is about no effect
Cycloheximide cs: counter-screen hit for Shiga toxin inhibitors, cycloheximide | cell reporter, cycloheximide protein synthesis inhibition counterscreen | max response, % | hit rate 12% among 300,000; in the data active = max response mostly above about 13%, no sharp cut-off; inactive = mostly below about 14%; also: read at 38.3 µM for the half of the compounds with a filed dose; 0% is about no effect
Giardia FBPA inh: Giardia lamblia aldolase inhibition; A8B2U2; purified Giardia FBPA; Potency, µM (titrated, usually from 59.6 µM), without a hit: at the top dose activity, negative = inhibition, usual class: inhibitors; hit rate 0.71% among 290,000; AID 2451; also: potency is read from the fitted curve at half-maximal effect; % is scaled to controls: 0 for no effect and ±100 for the full control effect; nearly all actives have a fitted effect of over 55% in size
Target sequence (A8B2U2 whole entry, looked up): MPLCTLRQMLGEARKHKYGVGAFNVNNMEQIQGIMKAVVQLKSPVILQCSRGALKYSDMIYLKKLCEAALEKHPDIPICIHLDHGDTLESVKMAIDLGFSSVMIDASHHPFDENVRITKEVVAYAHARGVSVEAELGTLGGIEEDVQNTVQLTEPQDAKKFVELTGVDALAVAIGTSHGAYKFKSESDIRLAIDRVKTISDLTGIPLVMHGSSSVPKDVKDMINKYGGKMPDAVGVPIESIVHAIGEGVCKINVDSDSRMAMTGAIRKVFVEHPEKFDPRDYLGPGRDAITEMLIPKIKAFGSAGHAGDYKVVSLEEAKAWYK
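40 nM FBPA preincubated 10 min at RT with compound (up to 57.5 uM final), then substrate plus GAPDH/TPI/NAD/arsenate coupling and diaphorase/resazurin added. Fluorescence read after 20 min at RT, 525/598 nm.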
AmpC no deterg: blocks E. coli AmpC beta-lactamase in detergent-free assay; P00811; Potency, µM (highest dose often 57.1 µM), for inactives: at the top dose activity change, negative = inhibition, hits mostly inhibitors; hit rate 0.52% among 330,000; AmpC nitrocefin hydrolysis, absorbance 480 nm, 0.0001% Triton; AID 485341;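 also: potency is read from the fitted curve at half-maximal effect; plate controls were no compound for no effect and no enzyme for full effect; nearly all actives have a fitted effect of over 20% in size; some results filed as inactive show a strong effect at the top dose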
Target sequence (P00811 whole entry, looked up): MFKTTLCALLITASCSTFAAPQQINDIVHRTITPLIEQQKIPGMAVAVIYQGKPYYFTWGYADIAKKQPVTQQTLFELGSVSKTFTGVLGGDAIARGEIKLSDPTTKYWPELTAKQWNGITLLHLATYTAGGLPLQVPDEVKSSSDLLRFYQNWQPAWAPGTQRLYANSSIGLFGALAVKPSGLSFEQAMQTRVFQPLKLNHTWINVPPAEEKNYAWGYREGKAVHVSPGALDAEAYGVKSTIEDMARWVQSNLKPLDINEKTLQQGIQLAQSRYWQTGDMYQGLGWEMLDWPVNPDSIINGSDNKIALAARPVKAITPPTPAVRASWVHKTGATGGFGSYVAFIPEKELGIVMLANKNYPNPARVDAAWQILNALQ
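20 mM phosphate pH 7.0 + 0.01% (detergent screen) or 0.0001% Triton X-100; 5.3 nM AmpC reagent; cpd preinc 15 min RT; nitrocefin (800 uM stock) to start; A480 q20 s × 4 min; Activity was normalised to no-enzyme and no-compound control wells.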
AMA1-RON2 inh: disrupts binding of P. falciparum AMA1 to RON2; hit rate 0.2% among 360,000; AlphaScreen AMA1-biotinylated RON2 peptide binding; Potency, µM (highest dose often 58.2 µM), inactives show at the top dose activity change, negative = inhibition, actives largely listed as inhibitors;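 also: potency is read from the fitted curve at half-maximal effect; 0% = vehicle wells and -100% = peptide control; nearly all actives have a fitted effect of over 45% in size; some results filed as inactive show a strong effect at the top dose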
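AMA1 (3D7) with his tag at 25 nM final met compounds first, then biotinylated RON2 peptide at 25 nM; detection used donor plus acceptor beads, 10 µg/mL apiece, read by AlphaScreen after 30 min at room temperature.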
HCMV inh: human cytomegalovirus inhibition | HFF cells, HCMV-luciferase reporter, 72 h; hits give low values | activity change, negative = inhibition, % at 57.5 µM | hit rate 4.5% among 410,000 | AID 1259415; in the data active = activity change below about -60%; inconclusive = no clear call, values can overlap the other calls; inactive = above about -39%; also: % is scaled to controls: 0 for no effect and ±100 for the full control effect
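Inhibition of viral replication was scored as loss of reporter luminescence in HFFs infected with HCMV-luciferase (MOI 1 PFU/cell) for 72 h; compounds tested at 2 doses, normalized to buffer and Salinomycin controls.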
AmpC detergent: AmpC beta-lactamase inhibition with detergent present. AmpC hydrolysis of nitrocefin, absorbance 480 nm, 0.01% Triton. AID 485294. Potency, µM (series often up to 114 µM), without a hit: at the highest dose activity change, negative = inhibition, actives largely listed as inhibitors. hit rate 0.041% among 370,000. P00811;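 also: potency is read from the fitted curve at half-maximal effect; 0% = no-compound wells and -100% = no-enzyme wells; nearly all actives have a fitted effect of over 25% in size; some results filed as inactive show a strong effect at the top dose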
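AmpC (5.3 nM in the dispensed reagent) in 20 mM phosphate pH 7.0 with 0.01% (detergent screen) or 0.0001% Triton X-100 was preincubated with compounds for 15 min at room temperature. Nitrocefin was then added from an 800 uM solution, and hydrolysis was followed at 480 nm.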
An asterisk follows results filed as active; i = inactive; ? = inconclusive; . = not tested or not shown; & = joins results of further samples; [ ] = dose if it differs, or a comment. Unless noted, calls follow the shape of the dose curve; as a rule, active = well fitted curve in the direction sought with a large enough effect; inconclusive = small, poorly fitted or top-dose-only effect, or another doubt; inactive = no such curve, though single readings can be large; an effect the other way counts as inactive or inconclusive.

Start of the data: the first six entries (preview)
SMILES	Shiga inhibitor	Cycloheximide cs	Giardia FBPA inh	AmpC no deterg	AMA1-RON2 inh	HCMV inh	AmpC detergent
Cn1c(=O)[nH]c(=O)c2c1nc(N1CCCC1)n2CC(O)COc1ccccc1 (stereo unspecified)	1	-1	0%	3%	0%	-18	?
O=C(O)c1ccccc1SCc1cn2ccccc2n1	7	4	?	-21%	-20%	4	-1%
COc1ccc(NC(=O)N2CCn3c2nc2ccccc23)cc1	35	17	-8%	67%[activator]	8%	147	?
CCCCNC(=S)Nc1ccc2[nH]c(=O)[nH]c2c1	3	10	-23%	-4%	6%	1	-2%
C=CCOC(=O)C(C#N)c1nc2ccccc2nc1N1CCC(C(=O)OCC)CC1 (stereo unspecified)	35	5	-1%	-8%	5%	-10	2%
O=C(c1cn(-c2ccccc2)nc1-c1ccccc1)N1CCN(c2ccccn2)CC1	29	23*	-5%	98%[activator]	-8%	-19	-8%

The listing, from the start:
SMILES	Shiga inhibitor	Cycloheximide cs	Giardia FBPA inh	AmpC no deterg	AMA1-RON2 inh	HCMV inh	AmpC detergent
Cn1c(=O)[nH]c(=O)c2c1nc(N1CCCC1)n2CC(O)COc1ccccc1 (stereo unspecified)	1	-1	0%	3%	0%	-18	?
O=C(O)c1ccccc1SCc1cn2ccccc2n1	7	4	?	-21%	-20%	4	-1%
COc1ccc(NC(=O)N2CCn3c2nc2ccccc23)cc1	35	17	-8%	67%[activator]	8%	147	?
CCCCNC(=S)Nc1ccc2[nH]c(=O)[nH]c2c1	3	10	-23%	-4%	6%	1	-2%
C=CCOC(=O)C(C#N)c1nc2ccccc2nc1N1CCC(C(=O)OCC)CC1 (stereo unspecified)	35	5	-1%	-8%	5%	-10	2%
O=C(c1cn(-c2ccccc2)nc1-c1ccccc1)N1CCN(c2ccccn2)CC1	29	23*	-5%	98%[activator]	-8%	-19	-8%
COc1cc(C#Cc2c(-c3cncn3C)n(C)c3ccc(-c4ccc5cc[nH]c5c4)cc23)cc(OC)c1	.	.	.	-5%	25%	-6	.
CCN(CC(=O)Nc1ccc(C(=O)OC)cc1)Cc1ccccc1	-2	-1	?	-5%	9%	6	4%
O=C(NCc1ccccc1)c1ccc(-c2ccc(F)cc2)o1	59*	25*	0%	-17%	-13%	17	0%
Cc1ccn2c(=O)c(C(=O)NCCN3CCOCC3)c(O)nc2c1	-4	-2	?	-6%	7%	-37	?
Cc1c(C)c2c(c(C)c1O)CCC(C)(COc1ccc(Cc3sc(=O)[nH]c3O)cc1)O2 (stereo unspecified)	15	1	-10%	.	.	.	.
c1ccc(CCCNCC2COc3ccccc3O2)cc1 (stereo unspecified)	-4	5	1%	-17%	32%[activator]	73	7%
O=c1[nH][nH]c(=O)c2cc(N3CCCC3)ccc12	-16	-6	-3%	-10%	-12%	-2	1%
O=C(c1ccc(Br)cc1)C12CN3CN(CN(C3)C1)C2	26	-1	5%	-10%	0%	0	-10%
COc1ccc(-c2nnn(CC(=O)NC(=O)NC3CCCCC3)n2)cc1OC	.	.	.	-12%	26%	10	1%

Arranged by number of heavy atoms (falling): some entries from above.
SMILES	Shiga inhibitor	Cycloheximide cs	Giardia FBPA inh	AmpC no deterg	AMA1-RON2 inh	HCMV inh	AmpC detergent
COc1ccc(-c2nnn(CC(=O)NC(=O)NC3CCCCC3)n2)cc1OC	.	.	.	-12%	26%	10	1%
O=C(O)c1ccccc1SCc1cn2ccccc2n1	7	4	?	-21%	-20%	4	-1%
O=c1[nH][nH]c(=O)c2cc(N3CCCC3)ccc12	-16	-6	-3%	-10%	-12%	-2	1%

More results follow:
SMILES	Shiga inhibitor	Cycloheximide cs	Giardia FBPA inh	AmpC no deterg	AMA1-RON2 inh	HCMV inh	AmpC detergent
O=C(COC(=O)C1(c2ccc(F)cc2)CCCC1)N1CCN(C(=O)c2ccco2)CC1	-18	-2	1%	113%[activator]	-6%	-106*	?
Cc1ccccc1CSc1nnc(-c2ccccn2)n1C	90*	26*	2%	0%	-7%	-17	-3%
O=C(N/N=C/c1ccc([N+](=O)[O-])o1)c1cccc(S(=O)(=O)N2CCOCC2)c1	15	6	-27%	-28%	6%	-28	-4%
COCCNC(=O)CSc1nc2ccccc2c(=O)n1CC1CCCO1 (stereo unspecified)	-10	-1	5%	-10%	-6%	-13	-9%
Cc1cccc(NC(=O)C2CC(=O)NC(Nc3nc4ccccc4s3)=N2)c1 (stereo unspecified)	-10	1	0%	-5%	.	-4	?
O=C(COC(=O)c1ccccc1F)Nc1cc(S(=O)(=O)N2CCOCC2)ccc1N1CCCC1	-11	-2	-1%	12%	-2%	-28	-8%
O=[N+]([O-])c1ccccc1S(=O)(=O)N1CCN(Cc2cc3c(cc2O)OCO3)CC1	-5	8	-12%	-28%	?	-29	-14%
COc1ccccc1C(=O)Nc1nnc(-c2ccc(Cl)cc2)o1	-4	-1	-16%	-4%	105%[activator]	?	6%
NC(=O)c1ccc(NC(=O)COc2ccc([N+](=O)[O-])cc2Cl)cc1	24	-1	1%	72%[activator]	-9%	?	-1%
Cc1ccc(CNC(=O)Cn2cccc2)cc1	-10	-2	6%	-15%	-8%	25	-7%
O=C(Nc1ccccc1)C1CCN(S(=O)(=O)c2ccc3c(c2)OCCO3)CC1	.	.	.	-22%	-10%	-22	?
Cc1ccc(C(=O)CNc2cccc([N+](=O)[O-])c2)cc1	90*	38*	1%	-25%	20%	-16	2%
CCN1C(=O)CC(N2CCC(Nc3ccc(OC)cc3)CC2)C1=O (stereo unspecified)	-17	-1	-19%	-16%	-3%	-11	0%
CC(C)CN(C(=O)COC(=O)CCCc1nc2ccccc2s1)c1c(N)n(Cc2ccccc2)c(=O)[nH]c1=O	.	.	.	-9%	-4%	-25	0%
C=CCCCCCCCCc1nc(SCC(C)=O)n[nH]1	-7	-1	3%	14%	112%[activator]	-28	0%

Single entries from the entries so far:
Reading of C=CCCCCCCCCc1nc(SCC(C)=O)n[nH]1 under Cycloheximide cs: -1
Reading of O=C(COC(=O)c1ccccc1F)Nc1cc(S(=O)(=O)N2CCOCC2)ccc1N1CCCC1 under Giardia FBPA inh: -1%

Later entries.
SMILES	Shiga inhibitor	Cycloheximide cs	Giardia FBPA inh	AmpC no deterg	AMA1-RON2 inh	HCMV inh	AmpC detergent
Cc1sc(NC(=O)C2CCCCC2)c(C#N)c1-c1ccccc1	142*	57*	-10%	-47%	3%	-3	-4%
COC(=O)C(=O)C/C(=N/Nc1ncnc2ccccc12)c1ccc(Cl)cc1	86*	27*	25%	-36%	45%[activator]	-6	-8%
C#CCOCCOCCOCCNc1nc(N2CCN(C(=O)CCCCCCCCCCNC(=O)Cn3cc(CCCCCN)nn3)CC2)nc(N2CCN(C(=O)CCCCCCCCCCNC(=O)[C@@H](CCC(=O)O)n3cc(CCCCCN)nn3)CC2)n1	.	.	.	295%[activator]	-15%	.	3%
COc1cc(C(=O)Nc2nc3ccc4nc(C)sc4c3s2)cc(OC)c1OC	-12	12	.	-12%	-4%	23	?
CCN(CC)CCn1c2ccc(F)cc2c2nc(C)sc21	-27	-5	-18%	-26%	-20%	-11	-2%
Nc1ncnc2c1ncn2C1OC(COP(=O)(O)O)C(O)C1O (stereo unspecified)	-6	0	17%&-1%	-6%	-1%	101	?
Cc1cccc(NC(=S)NCCO)c1C	-3	-1	-5%	-3%	20%	-16	?
COc1ccc(OC)c(NC(=O)Cc2ccc(NC3=NC4CS(=O)(=O)CC4S3)cc2)c1 (stereo unspecified)	12	-2	-28%	0%	13%	-13	?
Clc1ccc(OCCSCc2nc3ccccc3[nH]2)cc1	5	7	-7%	-6%	-6%	-12	2%
Cc1ccc(CCNC(=O)CCS(=O)(=O)c2cc3c(cc2C)NC(=O)CO3)cc1	8	1	-1%	-47%	34%[activator]	-4&8	?
Cc1cccc(-c2ncc(CN3CCCC(CO)(Cc4ccccc4C)C3)cn2)c1 (stereo unspecified)	23	16	-6%	51%	0%	7	-5%
CCOC(=O)c1sc(NC(=O)CCCCCN2C(=O)c3cccc4cccc(c34)C2=O)nc1C	-21	-1	0%	-20%	-2%	-35	-7%
COC(=O)CCC(=O)OC1(C)C(=O)C=C2C=C3CCCN3C=C2C1=O (stereo unspecified)	2	-6	?	-21%	?	-20	-7%
Cc1ccccc1CC(=O)Nc1cc(C(C)(C)C)on1	12	9.7*	7%	-14%	11%	43	-13%
CCOc1ncccc1C(=O)N(CC)CC(=O)NCc1ccc(Cl)cc1	-7	-3	5%	-1%	11%	?	?
FC(F)(F)c1cc(CO[C@@H]2CCCN[C@@H]2c2ccccc2)cc(C(F)(F)F)c1	.	.	.	50%	3%	24	?
O=C(NCCC(=O)N1CCC2(CC1)NCCc1[nH]cnc12)c1cccc(Cl)c1	15	0	.	-7%	-10%	-15	1%
COC(=O)c1sc(NC(=O)CSc2nnnn2-c2cccc(OC)c2)nc1C	-2	12	0%	-21%	-13%	35	0%
CCOc1ccc2[nH]c(S(=O)(=O)CC)nc2c1Cl	9	13	3.5µM*	.	-16%	-12	-1%
O=c1ccc(Oc2nc(N3CCOCC3)nc(N3CCOCC3)n2)n[nH]1	-7	-4	5%	0%	-4%	2	3%
CC(=O)c1c(N)[nH]c(-c2ccccc2)nc1=S	6	-3	?	-14%	-6%	.	1%
CO/C1=C\C(C)=C\[C@@H](C)[C@@H](O)[C@@H](C)C/C(C)=C/C=C\[C@H](OC)C([C@@H](C)[C@@H](O)[C@H](C)[C@@]2(O)C[C@@H](O)[C@H](C)C(C(C)C)O2)OC1=O (stereo partly specified)	i	11	3%[2.35 µM]	.	.	.	.
Cc1nc(CCNC(=O)CC2C(=O)NCCN2Cc2ccoc2)nc2c1CCCC2 (stereo unspecified)	-1	-1	-4%	15%	19%	27	2%

Bioassay records (PubChem BioAssay)
